PKM2 act: qHTS Assay for Activators of Human Muscle isoform 2 Pyruvate Kinase | Pyruvate kinase PKM (Homo sapiens), P14618 | purified PKM2, Kinase-Glo ATP luminescence, activation; response scale: 0% is enzyme alone, no compound | 260,000 tested, 0.34% active | Potency, µM (titrated, usually from 57.5 µM), inactives show at the highest dose activation, most hits filed as activators | AID 1631, 2009; further: potency means the concentration at half of the fitted maximal effect; on the % scale 0 is the no-effect control and ±100 the full control effect; nearly all actives have a fitted effect of over 55% in size
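Purified hPK-M2 (>95%) run at intermediate activity with 0.1 mM ADP and 0.5 mM PEP in 50 mM imidazole pH 7.2, KCl, MgCl2; 1 h room temperature. ATP formed read by Kinase-Glo luminescence; normalized to uninhibited and no-enzyme controls.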
B2AR arrestin: qHTS assay of beta-arrestin-biased ligands of beta2-adrenergic receptor. beta-arrestin recruitment to beta2AR, cell-based reporter. AID 492947, 2010. 330,000 tested, 0.02% active. Potency, µM (doses to about 46.1 µM), without a hit: top-dose activation, most hits filed as activators;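 further: potency means the concentration at half of the fitted maximal effect; 0% = DMSO controls and full agonism = EC100 isoproterenol or metaproterenol; nearly all actives have a fitted effect of over 65% in size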
Target sequence (P07550 whole entry, looked up): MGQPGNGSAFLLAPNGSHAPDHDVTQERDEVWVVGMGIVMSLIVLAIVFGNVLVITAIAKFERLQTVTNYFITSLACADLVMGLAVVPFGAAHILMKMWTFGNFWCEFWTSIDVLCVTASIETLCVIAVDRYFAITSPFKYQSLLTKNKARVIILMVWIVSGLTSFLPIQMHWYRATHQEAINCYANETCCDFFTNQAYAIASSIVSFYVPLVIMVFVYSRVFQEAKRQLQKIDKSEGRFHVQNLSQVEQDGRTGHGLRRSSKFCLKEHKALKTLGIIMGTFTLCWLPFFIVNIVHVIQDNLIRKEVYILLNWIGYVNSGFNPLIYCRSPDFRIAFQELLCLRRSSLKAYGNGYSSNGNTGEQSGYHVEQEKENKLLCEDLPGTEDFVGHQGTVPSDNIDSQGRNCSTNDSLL
GALK inh: qHTS Assay for Inhibitors of Human Galactokinase (GALK) | P51570 | Purified GALK, Kinase-Glo residual ATP luminescence | Potency, µM (highest dose often 57.5 µM), for the others: at the top dose activity change, negative = inhibition, usual class: inhibitors | 270,000 tested, 0.007% active; further: potency means the concentration at half of the fitted maximal effect; on the % scale 0 is the no-effect control and ±100 the full control effect
Target sequence (P51570 whole entry, looked up): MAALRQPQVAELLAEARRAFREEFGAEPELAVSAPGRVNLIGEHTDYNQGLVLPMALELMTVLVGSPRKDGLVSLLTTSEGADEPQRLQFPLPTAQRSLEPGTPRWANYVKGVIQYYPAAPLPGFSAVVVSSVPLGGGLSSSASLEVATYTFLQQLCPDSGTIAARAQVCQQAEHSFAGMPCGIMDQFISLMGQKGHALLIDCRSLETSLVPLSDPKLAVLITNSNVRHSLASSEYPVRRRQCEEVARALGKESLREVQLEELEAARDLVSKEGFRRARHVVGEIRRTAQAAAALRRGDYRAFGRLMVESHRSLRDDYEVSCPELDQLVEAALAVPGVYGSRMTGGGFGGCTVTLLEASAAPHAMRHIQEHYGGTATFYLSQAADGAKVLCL
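The enzyme phosphorylates galactose (100 uM) using ATP (35 uM); inhibition is detected as higher residual ATP, quantified by bioluminescence after 1 h reaction at room temperature, pH 8.0.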
Coupling enz: qHTS Assay for Inhibitors of Fructose-1,6-bisphosphate Aldolase from Giardia Lamblia: Coupling assay counterscreen | 290,000 tested, 0.67% active | activity change, negative = inhibition, % at 58.2 µM, hits read low | coupling enzyme system counterscreen, AmpLite Red fluorescence | AID 2472, 2010; in the data active means activity change below about -30%; further: on the % scale 0 is the no-effect control and ±100 the full control effect
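Activity here indicates interference with the coupling reaction, not aldolase inhibition. Compounds at 57.5 uM final met coupling enzymes for 10 min at RT; substrate and AmpLite Red detection followed, with a 525/598 nm fluorescence read after 20 min.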
Menin MLL FP TR: qHTS Assay for Inhibitors Targeting the Menin-MLL Interaction in MLL Related Leukemias: Competition With Texas Red Labeled MLL-derived Mutant Peptide; 270,000 tested, 0.23% active; O00255; Potency, µM (top dose mostly 61.6 µM), without a hit: at the top dose FP activity change, negative = inhibition, most hits filed as inhibitors; Menin + Texas Red MLL mutant peptide, fluorescence polarization; active means well fitted inhibition curve with a large enough effect in the polarisation, with a control signal flat, not every such curve was filed as active; inconclusive means small, poorly fitted or top-dose-only effect, or effect the other way, or a change in a side signal; inactive means no such curve, though single readings can be large or run the other way; the % refers to the polarisation; further: potency means the concentration at half of the fitted maximal effect; % of control where 0% means no effect; many of its hits are not listed in these tables
CXXC DNA block: qHTS Fluorescence Polarization Assay for Inhibitors of MLL CXXC domain - DNA interaction | Potency, µM (series often up to 115 µM), for the others: at the highest dose activity change, negative = inhibition, hits mostly inhibitors | MLL-CXXC / FITC-HOXA9 DNA fluorescence polarization | 290,000 tested, 0.037% active | Histone-lysine N-methyltransferase 2A (Homo sapiens), Q03164; active means well fitted inhibition curve with a large enough effect in the polarisation, with a control signal flat, not every such curve was filed as active; inconclusive means small, poorly fitted or top-dose-only effect, or effect the other way, or a change in a side signal; inactive means no such curve, though single readings can be large or run the other way; the % refers to the polarisation; further: potency means the concentration at half of the fitted maximal effect
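Steps: dispense CXXC domain solution (7 uM) → pin compounds or unlabeled HOX-A9 DNA control → 5 min ambient → add FLSN-HOX-A9 solution (50 nM) → spin → 30 min ambient → fluorescence polarization. Tris pH 7.5/NaCl/DTT/BSA buffer.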
hERG WT inh: qHTS for Inhibitors of KCHN2 3.1: Wildtype qHTS; Voltage-gated inwardly rectifying potassium channel KCNH2 (Homo sapiens), Q12809; U2OS, BacMam KCNH2, thallium flux FluxOr; hits give low values; activity change, % at 1.84 µM; 340,000 tested, 0.37% active; AID 720551, 2013;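 active means maximum activity change below -70%; inconclusive means maximum activity change between -70% and -50%; inactive means maximum activity change above -50%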; further: on the % scale 0 is the no-effect control and ±100 the full control effect
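U2OS cells transduced with wild-type KCNH2 virus are loaded with FluxOr dye for 45 min, and thallium flux is measured in kinetic reads before and after stimulation buffer. Rate constants are normalized to DMSO controls.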
Giardia kill: Small Molecules that selectively kill Giardia lamblia: qHTS; Giardia lamblia trophozoite viability; activity change, % at 7.66 µM, hits read low; 340,000 tested, 0.15% active; AID 540267, 2011; in the data active means activity change below about -80%; inconclusive means between about -30% and that limit;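 further: parasites exposed to compound for two days anaerobically before the ATP read; on the % scale 0 is the no-effect control and ±100 the full control effect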
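Viability, read as ATP luminescence: trophozoites at 100 cells/well, compound added, 48 hrs anaerobic at 37 deg C, then 15-30 min room-temperature development before reading.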
TRPV1 agonist: HTS Assay for Compounds that Act as Agonists of the Vanilloid Receptor 1. TRPV1-expressing cells, Fluo-8 calcium influx, agonist mode. activation, % at 8.33 µM. 320,000 tested, 0.19% active; in the data active means activation above about 80%; inconclusive means between about 30% and that limit; further: 0% is about no effect
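TRPV1-expressing cells were cultured overnight at 35.5C and loaded with Fluo-8 calcium dye for 40 to 90 min at room temperature. After a 10 s baseline, compound was added and calcium influx was read kinetically for 3 min (ex 480/em 520 nm).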
KCNH2 3.1 block: qHTS for Inhibitors of KCHN2 3.1: Mutant qHTS | activity change, % (tested at about 1.8 µM) | 340,000 tested, 0.95% active | U2OS KCNH2 3.1, thallium flux FluxOr; hits give low values | Potassium voltage-gated channel subfamily H member 2, brain isoform KCNH2 3.1 (human);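 active means maximum activity change below -70%; inconclusive means maximum activity change from -70% to -50%; inactive means maximum activity change above -50%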;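 further: thallium influx rate constant from kinetic fluorescence after stimulation buffer; on the % scale 0 is the no-effect control and ±100 the full control effect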
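Channel expression came from 3.1 mutant virus (1.77 x 10^8 /mL) applied to suspended U2OS cells for 4 h. Flux was tracked with FluxOr dye plus Red40 quencher, and kinetic rate constants normalized to controls.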
USP2a block: qHTS Assay for Inhibitors of Ubiquitin-specific Protease USP2a Using CHOP2 as the Reporter. Ubiquitin carboxyl-terminal hydrolase 2 (Homo sapiens), O75604. USP2 core, Ub-CHOP2 coupled fluorogenic reporter, 485/531. Potency, µM (titrated, usually from 38.3 µM), for the others: at the top dose activity change, negative = inhibition, most hits filed as inhibitors. 330,000 tested, 0.01% active. AID 463254, 2010;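 further: potency means the concentration at half of the fitted maximal effect; plate controls were DMSO wells for no effect and full inhibition by NEM control for full effect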
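Deubiquitinase activity read as fluorescence (485/531 nm) after Ub-CHOP2 cleavage activates the enterokinase reporter on its substrate; USP2 core 10nM, Ub-CHOP2 and substrate 25nM each, 30min compound preincubation then 60min RT; data normalized to NEM, curves fitted.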
Numbers without * were called inactive; ? = inconclusive; / = not tested or not shown; [ ] = dose if it differs, or a comment. Unless noted, the call rests on the fitted dose curve; in most records, active means well fitted curve in the direction sought with a large enough effect; inconclusive means small, poorly fitted or top-dose-only effect, or another doubt; inactive means no such curve, though single readings can be large; an effect the other way counts as inactive or inconclusive. These rows are one share of the data, so the mix of outcomes need not match the whole.

smiles,PKM2 act,B2AR arrestin,GALK inh,Coupling enz,Menin MLL FP TR,CXXC DNA block,hERG WT inh,Giardia kill,TRPV1 agonist,KCNH2 3.1 block,USP2a block
CC1CCN(c2nc3c(cc2C#N)COC(C)(C)C3)CC1,8%,3.7%,1%,-1,?,-3%,-3,-2,6,-3,-1%
CCS(=O)(=O)N1CCc2nc(-c3ccccc3)sc2C1,/,0.4%,/,-1,5%,?,-1,?,4,2,0%
CC(=O)c1cn(-c2ccc(Cl)cc2)c(=O)n(Cc2ccc(F)cc2)c1=O,1%,-0.2%,-1%,-1,-20%,-6%,-6,5,11,1,2%
COc1cccc(/C=N/NC(=O)c2cccs2)c1,-7%,-0.4%,-3%,-3,/,-4%,3,5,11,-17,3%
CCCCS(=O)(=O)Nc1ccc(Cc2ccncc2)cc1,0%,-0.5%,1%,3,-12%,-3%,2,11,1,7,-1%
O=C(c1nnc(-c2ccncc2)o1)c1ccccc1Cl,2%,-0.7%,1%,0,1%,-15%,-6,-5,2,1,-1%
Clc1ccc(-c2nnc(SCc3nc4ccccc4s3)o2)cc1,19%,3.1%,0%,0,-10%,2%,6,-12,-2,-3,-1%
CC(=O)N1CCc2cc(S(=O)(=O)NCCCOC(C)C)ccc21,3%,-0.2%,2%,3,-6%,-6%,1,-5,-2,6,7%
CC(=O)c1ccc(NC(=O)Nc2ccc([N+](=O)[O-])cc2C)cc1,1%,0.1%,1%,-6,?,5%,0,-1,7,4,0%
CC(OC(=O)CCCC(=O)Nc1ccc(F)cc1)C(=O)c1ccccc1 (stereo not given),/,-0.8%,-1%,-2,/,37%[activator],-7,12,27,-8,2%
CCCCn1c(N)c(N(CCC(C)C)C(=O)CSc2nnc(C)s2)c(=O)[nH]c1=O,-7%,-0.6%,6%,-1,-2%,1%,1,-11,-4,11,-2%
Cc1ccccc1C(=O)NNC(=O)Cc1ccccc1,-3%,0.4%,-5%,2,/,-3%,2,11,-2,-20,-13%
COc1ccccc1NC(=O)C1CCC(CNc2c(N3CCCCC3)c(=O)c2=O)CC1 (stereo not given),2%,-0.7%,/,0,/,-22%,4,-5,-6,-3,0%
Cc1c(C(=O)N2CCOCC2)oc2ccccc12,/,-0.1%,/,/,/,/,-9,6,10,-5,-1%
COc1cccc(CNCc2cccc(Br)c2)c1OC,-1%,0.1%,-3%,-2,-6%,-6%,-7,?,-1,0,0%
CCOC(=O)c1cnc2ccc(C)cc2c1Sc1ccc(F)cc1,-12%,-0.4%,3%,-13,19%,2%,-9,3,?,-14,-6%
FC(F)(F)c1cccc(N2CCC(N=CN3CCCCCC3)=N2)c1,3%,-0.1%,1%,-2,-3%,3%,7,21,20,10,2%
Cc1cccc(OCC(=O)N2CCC3(CC2)CC(=O)c2ccccc2O3)c1,/,-0.9%,/,/,/,/,3,29,?,-7,1%
CCN(CC)CCn1c2c(c(SCC(=O)Nc3ccccc3Cl)nc1=O)CCCC2,/,-0.9%,/,/,/,/,15,9,2,-7,1%
Cn1c(CNC(=O)c2ccc(Cl)cc2)nnc1SCC(=O)Nc1sc2c(c1C#N)CCCC2,2%,0.1%,-1%,1,-3%,6%,9,-16,-3,-36,4%
COc1ccc(NC(=O)Nc2cccc3ccccc23)c(OC)c1,8%,0.3%,1%,/,/,20%,-13,8,0,6,2%
CSc1nnc(-c2sccc2-n2cccc2)o1,1%,-0.4%,6%,0,4%,-8%,-3,7,-2,-3,-1%
Cn1nc([N+](=O)[O-])c(C(C#N)c2nc3ccccc3n2C)c(Cl)c1=O (stereo not given),5%,-1.0%,1%,-2,-1%,28%,6,-24,2,11,0%
COc1ccc(C(=O)COC(=O)c2ccc(NC(C)=O)cc2)cc1[N+](=O)[O-],1%,-0.4%,1%,2,17%,-1%,-9,4,-1,-17,4%
Cc1ccc(S(=O)(=O)Nc2cccc(C(=O)NCC(c3ccco3)N3CCCCC3)c2)cc1F (stereo not given),/,0.0%,/,/,/,/,6,10,4,-23,-1%
COCCNC(=O)CN1CCCCCC1,0%,0.0%,3%,-2,12%,-17%,0,25,-3,-4,0%
Cc1nn(CC#N)c(=O)n1-c1cccc(F)c1,-6%,0.0%,-2%,0,/,7%,0,1,-3,-5,-1%
CC(C)(C)NC(=O)CSCc1ccc(Br)cc1,0%,-0.4%,-2%,-2,-17%,1%,7,-11,?,-5,-1%
CCN(CC)CCCNC(=O)c1cn(CC(C)C)c(=O)c2c1c1ccccc1n2C,/,0.4%,/,0,13%,4%,-4,-12,1,-2,3%
Cc1ccc(/C(N)=N/OC(=O)CCc2ccccc2)cc1,1%,0.0%,-1%,-1,-3%,-17%,-3,6,7,1,-1%
COc1cc(/C=C(\C#N)c2ccccn2)ccc1OCc1ccccc1Cl,4%,-0.3%,2%,0,-7%,6%,-2,15,1,-4,-3%
Cc1nonc1NCn1nnc2ccccc21,-6%,-0.3%,0%,0,-25%,5%,3,5,-6,-2,0%
O=c1[nH]ncc(N/N=C\c2ccc(O)cc2O)c1Cl,-23%,0.0%,-1%,-2,?,-7%,-32,-4,-1,/,1%
O=[N+]([O-])c1ccc(NCc2ccc(Cl)cc2)nc1,12%,-0.5%,0%,2,/,13%,-1,-18,0,-7,7%
Cc1ccc(NC2CCCN(C(=O)c3cc(C(C)C)[nH]n3)C2)cc1C (stereo not given),-6%,-0.9%,-7%,/,/,12%,-5,-4,-4,9,4%
O=C(NCCS(=O)(=O)c1ccc(Br)cc1)c1ccc(Cl)cc1,-3%,-0.4%,-1%,0,17%,11%,-7,10,?,2,0%
Cc1cc(NCc2ccccn2)n2nc(C)c(-c3ccc(Cl)cc3)c2n1,3%,0.4%,-1%,-3,/,10%,0,-9,4,5,0%
COc1ccc(CC(NC(C)=O)C(=O)NC2CCN(C(=O)NCc3ccccc3)CC2)cc1OC (stereo not given),-1%,-0.2%,0%,0,-1%,7%,3,3,-2,9,-8%
CCOc1ccccc1C(=O)NCC(=O)OCC(=O)c1ccc2c(c1)OCCO2,5%,-0.1%,1%,0,17%,0%,11,-8,-1,-3,-3%
CC(C)c1nc2sc3c(=O)[nH]c(=S)[nH]c3c2c2c1CCCC2,-3%,-0.4%,-1%,1,/,-8%,2,-4,0,-4,0%
COc1cc(C(=O)N(Cc2ccccn2)CC2CCCO2)cc(OC)c1OC (stereo not given),18%,-0.1%,-4%,3,-1%,-4%,7,5,3,14,2%
CCOC(=O)C1CCCN(S(=O)(=O)c2cccc3cccnc23)C1 (stereo not given),1%,-1.6%,-3%,-3,-18%,-7%,-5,4,3,9,-6%
COc1cccc(C(=O)N/N=C/c2ccc(OC3CSC3)cc2)c1,4%,-1.8%,-1%,-4,-8%,2%,14,-21,0,-18,0%
Cc1ccc(NC(=O)CN(C)C(=O)CSc2n[nH]c(N)n2)cc1,-1%,-1.1%,-1%,1,3%,0%,-6,-22,1,-4,0%
Cc1cccc(C)c1NC(=S)NCCc1ccccn1,-5%,-1.2%,-1%,-8,-5%,-6%,-5,-10,-7,19,2%
C=CCn1c(O)c(C=Nc2ccccc2)sc1=S,1%,0.2%,-1%,-7,?,-3%,-5,-1,10,4,-1%
COc1ccc(-c2c(C(F)(F)F)oc3cc(OCC(=O)Nc4ccccc4C(F)(F)F)ccc3c2=O)cc1OC,-4%,-0.3%,/,-2,5%,-6%,-7,20,-1,-11,1%
Cc1cc(C(=O)OCC(=O)NCc2ccco2)c(C)o1,6%,-0.2%,7%,-1,2%,2%,-11,0,1,26,2%
COc1ccc(N2CCN(c3nc(Cl)nc(N4CCOCC4)n3)CC2)cc1,-4%,0.0%,-3%,-1,11%,-6%,0,-2,4,8,2%

Screening data from PubChem.
